EPAC1 antagonist = antagonists of human EPAC1. O95398. 360,000 compounds, 0.14% hits. EPAC1 GEF assay, Rap1b-BODIPY-GDP exchange fluorescence. Potency, µM (highest dose often 115 µM), for the others: top-dose activity change, negative = inhibition, actives largely listed as inhibitors;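 also: potency is read from the fitted curve at half-maximal effect; plate controls were vehicle for no effect and positive control for full effect; nearly all actives have a fitted effect of over 50% in size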
WRN helicase inh = blocks human WRN helicase | WRN helicase unwinding, fluorescent forked duplex, kinetic | Q14191 | 360,000 compounds, 0.46% hits | Potency, µM (titrated, usually from 114 µM), inactives show at the highest dose activity change, negative = inhibition, hits mostly inhibitors; also: potency is read from the fitted curve at half-maximal effect; % is scaled to controls: 0 for no effect and ±100 for the full control effect; nearly all actives have a fitted effect of over 55% in size
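Kinetic fluorescence helicase assay: unwinding of a quenched forked DNA duplex (100 nM final) with 2 mM ATP final raises red fluorescence (525/598 nm). Compounds sat 15 min at room temperature with 20 nM WRN beforehand.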
PLK1 PBD block = PLK1 (human) polo-box domain binding inhibition; Plk1 PBD binding of FITC phosphopeptide, fluorescence polarization; Potency, µM, without a hit: max response, negative = inhibition, hits mostly inhibitors; P53350; 360,000 compounds, 2.8% hits; AID 720504; also: potency is read from the fitted curve at half-maximal effect; series mostly up to about 57 µM; % is scaled to controls: 0 for no effect and ±100 for the full control effect; nearly all actives have a fitted effect of over 65% in size
Target sequence (P53350 whole entry, looked up, the tested form may be a part): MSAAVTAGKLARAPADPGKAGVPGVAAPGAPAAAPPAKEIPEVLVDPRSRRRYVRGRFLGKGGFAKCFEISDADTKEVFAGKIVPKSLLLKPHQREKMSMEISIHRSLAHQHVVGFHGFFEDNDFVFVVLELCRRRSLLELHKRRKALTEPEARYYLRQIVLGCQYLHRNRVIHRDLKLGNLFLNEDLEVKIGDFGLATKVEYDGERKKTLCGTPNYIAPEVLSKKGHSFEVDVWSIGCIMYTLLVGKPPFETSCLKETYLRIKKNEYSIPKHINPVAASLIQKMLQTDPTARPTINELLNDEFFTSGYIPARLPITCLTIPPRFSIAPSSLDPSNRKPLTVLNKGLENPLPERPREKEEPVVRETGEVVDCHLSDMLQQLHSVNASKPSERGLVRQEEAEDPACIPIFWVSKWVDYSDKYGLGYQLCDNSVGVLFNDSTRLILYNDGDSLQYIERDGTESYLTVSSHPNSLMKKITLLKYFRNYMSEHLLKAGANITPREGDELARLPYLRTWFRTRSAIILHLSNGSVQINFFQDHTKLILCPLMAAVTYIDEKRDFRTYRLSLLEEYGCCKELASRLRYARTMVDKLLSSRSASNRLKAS
EPAC1 ag = activates human EPAC1 exchange factor; O95398; EPAC1 agonist qHTS, biochemical assay; response scale: 100% = response to 6.5 mM cAMP; Potency, µM (highest dose often 154 µM), for inactives: at the top dose activation, actives largely listed as activators; 360,000 compounds, 0.073% hits; also: potency is read from the fitted curve at half-maximal effect; nearly all actives have a fitted effect of over 60% in size
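Multi-concentration qHTS readout: loss of Rap1B-bound BODIPY-GDP fluorescence driven by 100 nM EPAC1 with excess GDP (50 uM), monitored kinetically at room temperature; agonist response expressed relative to 6.5 mM cAMP.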
Abeta rescue = restores growth of yeast expressing A-beta42 peptide; yeast expressing A-beta42, growth rescue, OD600, 48 h; response scale: 0% DMSO, 100% iron-clioquinol control; Potency, µM (series often up to 46.1 µM), inactives show at the highest dose growth rescue, actives largely listed as activators; 410,000 compounds, 0.063% hits; also: potency is read from the fitted curve at half-maximal effect; nearly all actives have a fitted effect of over 55% in size
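Yeast A-beta toxicity model in growth medium with pinned compounds, 48 h at 30 C; growth read as absorbance at 600 nm. Normalized to FeCl3/clioquinol equimolar mix (positive) and DMSO (negative).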
IL-2 act = IL-2 activation | activation, % (series mostly up to about 46 µM) | IL-2 activation reporter assay, cell-based qHTS; stimulated with anti-CD3/CD4/CD28 beads; in transgenic mouse T cells | 360,000 compounds, 0.065% hits; in the data active = activation above about 50%; inconclusive = mostly about 30% to 49%; also: 0% is about no effect
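Using fluorescent plate cytometry, EGFP and DsRed are detected in transgenic mouse T cells stimulated 18 h at 37 degrees C with antibody-coated beads after 60 min compound pretreatment.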
PI5P4K alpha inh = PI5P4K alpha (human) kinase inhibition; P48426; PI5P4Kalpha enzyme, ADP-Glo luminescence, 60 min; stronger effect = lower value; max response, %; 330,000 compounds, 1.2% hits; active = max response of -50% or lower; inconclusive = between -30% and -50%; inactive = -30% or higher; also: value at the top dose of about 77 µM; % is scaled to controls: 0 for no effect and ±100 for the full control effect
Target sequence (P48426 whole entry, looked up): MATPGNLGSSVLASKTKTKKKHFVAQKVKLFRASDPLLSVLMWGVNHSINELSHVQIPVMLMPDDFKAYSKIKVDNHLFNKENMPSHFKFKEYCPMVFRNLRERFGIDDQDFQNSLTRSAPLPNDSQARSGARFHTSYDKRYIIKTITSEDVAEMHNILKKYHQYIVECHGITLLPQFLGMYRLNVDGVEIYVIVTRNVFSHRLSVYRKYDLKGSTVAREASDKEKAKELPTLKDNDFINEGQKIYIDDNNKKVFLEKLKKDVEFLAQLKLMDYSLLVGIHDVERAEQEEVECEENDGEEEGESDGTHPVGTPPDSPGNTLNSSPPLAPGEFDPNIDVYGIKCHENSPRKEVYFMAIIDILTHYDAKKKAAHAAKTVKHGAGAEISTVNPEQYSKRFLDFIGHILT
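ADP-Glo luminescence end-point after a 60 min room-temperature kinase reaction. PI5P4Kalpha and substrate in HEPES pH 7.4 buffer with EGTA, 0.1% CHAPS and 5% DMSO; ATP at 5 microM final.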
FUS yeast rescue = FUS proteinopathy suppression in yeast; S. cerevisiae FUS-expressing, growth rescue, OD600, 24 h; Potency, µM (doses to about 76.6 µM), for the others: top-dose growth rescue (activation), actives largely listed as activators; 390,000 compounds, 0.24% hits;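 also: potency is read from the fitted curve at half-maximal effect; plate controls were DMSO vehicle for no effect and reference control for full effect; nearly all actives have a fitted effect of over 55% in size; some results filed as inactive show a strong effect at the top dose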
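Absorbance at 600 nm, taken 24hr after compound addition, measured rescue of FUS-yeast growth at 30C. Induction used 2% galactose with seeding at OD 0.005. Controls: CP55940 from 92uM final, DMSO only.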
* marks the source's active call; other numbers are inactive results; & = joins results of further samples; [ ] = dose if it differs, or a comment. Unless noted, calls follow the shape of the dose curve; as a rule, active = well fitted curve in the direction sought with a large enough effect; inconclusive = small, poorly fitted or top-dose-only effect, or another doubt; inactive = no such curve, though single readings can be large; an effect the other way counts as inactive or inconclusive.

`Cc1ccc(C(=O)OCC(=O)NC2CCCC(C)C2C)s1` (centres undefined) gave EPAC1 antagonist 8%, WRN helicase inh -9%, PLK1 PBD block -1%, EPAC1 ag 5%, Abeta rescue 4%, IL-2 act -2.7, PI5P4K alpha inh 2 and FUS yeast rescue 27%.
Screening CCCc1nnc(SCC(=O)NC2CCCCC2)n1CCOC returned EPAC1 antagonist -23%, WRN helicase inh -34%, PLK1 PBD block -8%, EPAC1 ag 4%, Abeta rescue -7%, IL-2 act -4.3, PI5P4K alpha inh 0 and FUS yeast rescue 11%.
CCOC(=O)CSc1nnc(-c2ccccc2NC(=O)c2ccccc2)o1 was read as EPAC1 antagonist 15%, WRN helicase inh -5%[57.1 µM], PLK1 PBD block 1%, EPAC1 ag -1%, Abeta rescue 5%, IL-2 act -0.8 and FUS yeast rescue 8%.
For O=C(CCCn1c(=S)[nH]c2ccsc2c1=O)NCc1ccco1 the results were EPAC1 antagonist 5%, WRN helicase inh -4%, PLK1 PBD block -15%, EPAC1 ag -6%, Abeta rescue 8%, IL-2 act -1.4 and FUS yeast rescue 23%.
NC(=O)CSc1nc2ccccc2n1Cc1ccccc1F was read as EPAC1 antagonist 2%, WRN helicase inh 0%, PLK1 PBD block -3%, EPAC1 ag -1%, Abeta rescue 28%, IL-2 act -0.5, PI5P4K alpha inh 9 and FUS yeast rescue -13%.
Screening Cc1ccc2c(c1)cc(C(=O)NCc1ccccc1)n2C returned EPAC1 antagonist 18%, WRN helicase inh -1%, PLK1 PBD block 0%, EPAC1 ag 0%, Abeta rescue -8%, IL-2 act -2.9, PI5P4K alpha inh 1 and FUS yeast rescue 11%.
Screening CC(=O)N1CCN(c2ccc(NC(=O)c3cccc(Cl)c3Cl)cc2)CC1 returned EPAC1 antagonist -7%, WRN helicase inh -5%, PLK1 PBD block -12%, EPAC1 ag 7%, Abeta rescue -18%, IL-2 act -0.7, PI5P4K alpha inh 0 and FUS yeast rescue 30%.
Screening O=C(O)c1ccc2c(c1)N(Cc1ccccc1)C(=O)c1ccccc1S2=O (centres undefined) returned EPAC1 antagonist -21%, WRN helicase inh 6%, PLK1 PBD block 27µM*, EPAC1 ag -11%, Abeta rescue -5%, IL-2 act -0.1, PI5P4K alpha inh -21 and FUS yeast rescue -14%.
For Cc1[nH]c2ccccc2c1-c1ccc(Cl)nn1 the results were EPAC1 antagonist -10%, WRN helicase inh -8%, PLK1 PBD block -2%, EPAC1 ag 5%, Abeta rescue 17%, IL-2 act 2.2, PI5P4K alpha inh -1 and FUS yeast rescue 8%.
CCCOc1ccc(C(=O)Nc2ccc3c(c2)OCO3)cc1 was read as EPAC1 antagonist -6%, WRN helicase inh 3%, PLK1 PBD block 4%, EPAC1 ag -5%, Abeta rescue -5%, IL-2 act -1.0, PI5P4K alpha inh -1 and FUS yeast rescue 0%.
`CC(C)OCCCNC(=O)c1ccc2c(c1)NC(=O)c1ccccc1S2` gave EPAC1 antagonist 1%, WRN helicase inh 11%, PLK1 PBD block 3%, EPAC1 ag -7%, Abeta rescue -5%&7%, IL-2 act -3.3, PI5P4K alpha inh 5 and FUS yeast rescue 9%&5%.
Screening CC(=O)c1ccc(Nc2nc(C(N)CC(C)C)cs2)cc1 (centres undefined) returned EPAC1 antagonist 3%, WRN helicase inh -6%, PLK1 PBD block 1%, EPAC1 ag -5%, Abeta rescue -10%, IL-2 act -0.2, PI5P4K alpha inh 0 and FUS yeast rescue -13%.
For CN(CC(=O)Nc1cccc(F)c1)C(=O)c1ccc(NC2CC2)c([N+](=O)[O-])c1 the results were EPAC1 antagonist -10%, WRN helicase inh -4%, PLK1 PBD block -8%, EPAC1 ag 3%, Abeta rescue -9%, IL-2 act -3.9, PI5P4K alpha inh -4 and FUS yeast rescue 14%.
Screening COc1ccc(NC(=O)Nc2ccc3c(c2)CCC3)cc1OC returned EPAC1 antagonist 3%, WRN helicase inh -1%, PLK1 PBD block -4%, EPAC1 ag 0%, Abeta rescue -6%, IL-2 act 0.4, PI5P4K alpha inh 5 and FUS yeast rescue -12%.
Screening CN1C(=O)C(CC(=O)Nc2ccccc2)S/C1=N/c1nccs1 (centres undefined) returned EPAC1 antagonist -14%, WRN helicase inh 4%, PLK1 PBD block 27µM*, EPAC1 ag 0%, Abeta rescue -6%, IL-2 act -1.8, PI5P4K alpha inh 1 and FUS yeast rescue 25%.
Screening COc1cccc2cc(-c3nc(-c4cccs4)cs3)c(=O)oc12 returned EPAC1 antagonist -10%, WRN helicase inh -12%, PLK1 PBD block 18%, EPAC1 ag -38%[inhibitor], Abeta rescue 2%, IL-2 act 76* and FUS yeast rescue 21%.
CCCCn1c(Cl)nc2c1c(=O)n(C)c(=O)n2C was read as EPAC1 antagonist -2%, WRN helicase inh 8%, PLK1 PBD block 2%, EPAC1 ag -5%, Abeta rescue -13%, IL-2 act 0.0, PI5P4K alpha inh 0 and FUS yeast rescue -37%.
Screening CN(C)S(=O)(=O)N(CC(=O)N1CCOCC1)c1ccccc1 returned EPAC1 antagonist 9%, WRN helicase inh 3%, PLK1 PBD block -7%, EPAC1 ag 8%, Abeta rescue 8%, IL-2 act -2.6 and FUS yeast rescue 22%.
`CCc1noc(C)c1C(=O)N1CCN(c2cccc(Cl)c2)CC1` gave EPAC1 antagonist -3%, WRN helicase inh 7%, PLK1 PBD block -4%, EPAC1 ag 5%, Abeta rescue 1%, IL-2 act -1.5, PI5P4K alpha inh 6 and FUS yeast rescue -1%.
`Cc1c(C(=O)NCCN2CCOC2=O)oc2c(F)cccc12` gave EPAC1 antagonist 1%, WRN helicase inh -10%[57.1 µM], PLK1 PBD block -11%, EPAC1 ag 0%, Abeta rescue 6%, IL-2 act -0.6, PI5P4K alpha inh -1 and FUS yeast rescue 20%.
CCCn1nc2cc(C(=O)NCc3ccc(C)cc3)ccc2c1OCC was read as EPAC1 antagonist 0%, WRN helicase inh -4%, PLK1 PBD block -7%, EPAC1 ag -4%, Abeta rescue 4%, IL-2 act -1.5, PI5P4K alpha inh -1 and FUS yeast rescue -1%.
`O=c1[nH]n(-c2ccc([N+](=O)[O-])cc2)c(=O)c2ccccc12` gave EPAC1 antagonist -29%, WRN helicase inh inconclusive, PLK1 PBD block inconclusive, EPAC1 ag 11%, Abeta rescue -30%, IL-2 act -0.2, PI5P4K alpha inh -54* and FUS yeast rescue 3%.
Screening COc1cc2[nH]c3c(N4CCN(c5ccc(Cl)cc5)CC4)ncnc3c2cc1OC returned EPAC1 antagonist 9%, WRN helicase inh -13%, PLK1 PBD block 1%, EPAC1 ag 8%, Abeta rescue -30%[inhibitor], IL-2 act -4.2 and FUS yeast rescue 28%.
`COc1ccc(CNC(=O)Nc2cc(C)cc(C)c2)cc1` gave EPAC1 antagonist 0%, WRN helicase inh 0%, PLK1 PBD block -7%, EPAC1 ag 6%, Abeta rescue 6%, IL-2 act -0.3, PI5P4K alpha inh 5 and FUS yeast rescue -19%.
COc1cc(N=Cc2c(O)c3ccccc3oc2=O)c(OC)cc1Cl was read as EPAC1 antagonist -7%, WRN helicase inh -5%, PLK1 PBD block 108%[activator], EPAC1 ag 6%, Abeta rescue 3%, IL-2 act -4.7, PI5P4K alpha inh -4 and FUS yeast rescue -25%.
Screening O=C(Nc1ccccc1C(=O)N1CCCCCC1)c1ccccc1 returned EPAC1 antagonist 10%, WRN helicase inh 12%, PLK1 PBD block 5%, EPAC1 ag -11%, Abeta rescue 3%, IL-2 act -0.5, PI5P4K alpha inh -4 and FUS yeast rescue -5%.
Screening COc1ccc(C(=O)OCC(=O)Nc2ccc(OC)c(S(=O)(=O)N3CCCCC3)c2)cc1[N+](=O)[O-] returned EPAC1 antagonist -18%, WRN helicase inh -9%, PLK1 PBD block -5%, EPAC1 ag -4%, Abeta rescue -9%, IL-2 act -5.0, PI5P4K alpha inh -5 and FUS yeast rescue inconclusive.
For COc1cccc2cc(C(C)=O)oc12 the results were EPAC1 antagonist inconclusive, WRN helicase inh -6%, PLK1 PBD block 9%, EPAC1 ag 1%, Abeta rescue 19%, IL-2 act -0.1, PI5P4K alpha inh -9 and FUS yeast rescue 6%.
`Cc1cccn2c(CNCCSc3nccn3C)c(C(=O)N3CCCCC3)nc12` gave EPAC1 antagonist 16%, WRN helicase inh -12%, PLK1 PBD block 1%, EPAC1 ag 3%, Abeta rescue -7%, IL-2 act -2.2, PI5P4K alpha inh -1 and FUS yeast rescue -33%.
O=P(CCNCc1ccco1)(c1ccccc1)c1ccccc1 was read as EPAC1 antagonist -19%, WRN helicase inh -18%, PLK1 PBD block -11%, EPAC1 ag -11%, Abeta rescue -2%, IL-2 act -2.0 and PI5P4K alpha inh 2.
For Cc1ccc(S(=O)(=O)N2CCOCC2)cc1NC(=O)COC(=O)c1cncc(Br)c1 the results were EPAC1 antagonist 11%, WRN helicase inh 0%, PLK1 PBD block -1%, EPAC1 ag 12%, Abeta rescue 1%, IL-2 act 0.7, PI5P4K alpha inh 0 and FUS yeast rescue 0%.
For Cc1cccc(-n2ncc3c(NCc4ccco4)ncnc32)c1 the results were EPAC1 antagonist -11%, WRN helicase inh inconclusive, PLK1 PBD block -16%, EPAC1 ag 16%, Abeta rescue -11%, IL-2 act 0.8, PI5P4K alpha inh -14 and FUS yeast rescue 0%.
O=C(O)c1ccc(N2C(=O)CC(SC(=NCc3ccc4c(c3)OCO4)Nc3ccc(F)cc3)C2=O)cc1 (centres undefined) was read as EPAC1 antagonist inconclusive, WRN helicase inh -3%[57.1 µM], PLK1 PBD block inconclusive, EPAC1 ag -10%, Abeta rescue -8%, IL-2 act 0.3, PI5P4K alpha inh 2 and FUS yeast rescue 8%.
`CC(C)c1ccc(S(=O)(=O)NC2CCCC2)cc1` gave EPAC1 antagonist -10%, WRN helicase inh -2%, PLK1 PBD block -4%, EPAC1 ag -2%, Abeta rescue 13%, IL-2 act -2.0, PI5P4K alpha inh -1 and FUS yeast rescue -7%.

High-throughput results from PubChem.
